Assay outcomes as filed in PubChem BioAssay.
PKA-R1A activ = activates the PKA-R1A holoenzyme complex. P00514+P68181. PKA-R1A dissociation, Cy5-IP20 fluorescence polarization; scaled: DMSO 0%, 113 µM cGMP 100%. activation, % at 11.4 µM. 340,000 compounds, 0.083% hits;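 active = percent activation above the mean of all tested compounds plus 3 SD, cut at about 19% in these data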;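 note: higher means more PKAc released from R1A so a rise in polarization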
SUMO Mot1 rescue = blocks SUMOylation pathway, rescuing yeast Mot1-301 growth; S. cerevisiae Mot1-301 growth rescue, ATP luminescence, 38.5C; percent above DMSO median, 100 means doubled; growth rescue, % at 18.8 µM; 320,000 compounds, 1% hits; AID 2716;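 active = every valid replicate shows activation above 250% relative to neutral control wells; inactive = the rest, any valid replicate at or below 250%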;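 note: OY570 slx delta 5 strain wells were the positive control but not used for scaling; some compounds called inactive have numbers as strong as hits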
HTR5A ag = activates human HTR5A in OPRM1-OPRD1 agonist counter-screen | P47898 | HTR5A agonist assay, luminescence, cell-based | activation, % at 9.3 µM | 340,000 compounds, 0.61% hits; in the data active = activation mostly above about 9.5%, no sharp cut-off; inactive = mostly below about 7.6%;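 note: 0% = cells with vehicle only and 100% = reference agonist; strong numbers were not always called active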
OPRM1-OPRD1 inv = inverse agonists of human mu-delta opioid receptor heterodimerization; inhibition, % at 9.3 µM; cell-based MOR-DOR heterodimer luminescence, inverse agonism; P35372+P41143; AID 504357; 340,000 compounds, 0.21% hits; in the data active = inhibition above about 22%, passing the limit was not always enough;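 note: 0% = cells with DMSO and 100% = wells without cells with DMSO; values of inactives mirror those of a sister screen read the other way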
AddAB inh = less growth of phage-infected E. coli with AddAB; E. coli expressing H. pylori AddAB, absorbance growth; inhibition, % at 11.9 µM; 330,000 compounds, 0.29% hits; AID 435030; in the data active = inhibition above about 12%;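 note: 0% = vehicle wells of infected cells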
E coli growth = counter-screen for AddAB inhibitors: E. coli growth inhibition | E. coli V3065 growth, OD600 absorbance, 18 h | inhibition, % at 11.9 µM | 330,000 compounds, 0.27% hits;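 active = inhibition above the campaign's mean inhibition across all tested compounds plus 3 SD, cut at about 9.9% in these data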;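 note: uninfected addAB+ strain grown without phage in ampicillin broth; 0% = DMSO wells and 100% = ciprofloxacin 0.95 µg/ml wells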
PfHsp90 set2 = reduces growth (ATP signal) of yeast expressing P. falciparum Hsp90; S. cerevisiae expressing PfHsp90, BacTiter-Glo ATP, 48 h; yeast lacking PDR1 and PDR3 efflux regulators; inhibition, % at 9.4 µM; 310,000 compounds, 0.32% hits; AID 504621;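 active = every replicate shows inhibition above about 80%, whatever the replicate mean, limit read from the data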;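 note: 0% = DMSO neutral controls and 100% = 20 µM radicicol positive controls; yeast relying on Plasmodium falciparum Hsp90 in place of its own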
Pemphigus Ab inh = inhibitors of pemphigus antibody binding to human desmoglein-3 | P32926 | DSG3-coupled beads, scFv-anti-DSG3-GFP binding, flow cytometry; active compounds read low | binding (percent of control), % at 10 µM | 310,000 compounds, 0.48% hits;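 active = binding more than 3 SD below its plate's average and above zero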;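 note: hits lower antibody fragment binding to DSG3; some compounds called inactive have numbers as strong as hits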
Target sequence (P32926 whole entry, looked up, the tested form may be a part): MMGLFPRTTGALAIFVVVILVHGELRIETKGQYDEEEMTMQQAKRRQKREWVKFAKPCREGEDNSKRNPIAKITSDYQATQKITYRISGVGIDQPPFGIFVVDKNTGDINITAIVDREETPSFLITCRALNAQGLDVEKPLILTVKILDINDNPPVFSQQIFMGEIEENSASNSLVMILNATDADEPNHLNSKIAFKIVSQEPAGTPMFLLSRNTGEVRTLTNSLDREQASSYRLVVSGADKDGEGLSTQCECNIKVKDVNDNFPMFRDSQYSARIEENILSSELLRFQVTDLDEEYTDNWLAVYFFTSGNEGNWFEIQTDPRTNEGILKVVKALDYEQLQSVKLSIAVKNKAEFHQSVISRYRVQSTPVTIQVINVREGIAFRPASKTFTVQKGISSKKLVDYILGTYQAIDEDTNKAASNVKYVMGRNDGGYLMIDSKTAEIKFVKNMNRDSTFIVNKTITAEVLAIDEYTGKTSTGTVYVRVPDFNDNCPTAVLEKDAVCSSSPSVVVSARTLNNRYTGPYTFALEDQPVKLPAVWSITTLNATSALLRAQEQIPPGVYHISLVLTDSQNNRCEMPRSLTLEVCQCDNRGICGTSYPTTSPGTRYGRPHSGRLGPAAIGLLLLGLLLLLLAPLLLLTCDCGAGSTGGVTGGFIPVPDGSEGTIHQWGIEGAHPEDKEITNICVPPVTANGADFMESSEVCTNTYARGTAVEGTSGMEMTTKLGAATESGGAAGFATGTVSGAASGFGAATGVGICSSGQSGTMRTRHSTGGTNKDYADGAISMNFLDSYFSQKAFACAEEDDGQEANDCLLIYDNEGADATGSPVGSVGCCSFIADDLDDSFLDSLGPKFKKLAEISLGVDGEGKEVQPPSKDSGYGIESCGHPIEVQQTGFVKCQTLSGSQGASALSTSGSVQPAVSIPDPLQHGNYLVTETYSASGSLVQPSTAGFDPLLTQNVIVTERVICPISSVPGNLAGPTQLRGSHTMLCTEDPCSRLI
MOR-DOR ag = OPRM1-OPRD1 heterodimerization agonism | P35372+P41143 | cells, luminescence | activation, % at 9.3 µM | 340,000 compounds, 0.3% hits | AID 504326; in the data active = activation above about 18%;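 note: 0% = vehicle-treated cells and 100% = reference agonist; values of inactives mirror those of a sister screen read the other way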
phage Ecoli inh = E. coli growth loss with phage present; growth absorbance; inhibition, % at 11.9 µM; 360,000 compounds, 0.26% hits; in the data active = inhibition above about 11%
HTR5A inv ctr = inverse agonist of human HTR5A in OPRM1-OPRD1 counter-screen; inhibition, % at 9.3 µM; P47898; AID 504634; 340,000 compounds, 0.083% hits; HTR5A cell line, luminescence, inverse agonism; in the data active = inhibition mostly above about 23%, no sharp cut-off; inactive = mostly below about 18%;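 note: 0% = cells with DMSO and 100% = no-cell wells with DMSO; some compounds called inactive have numbers as strong as hits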
The depositor's hits bear a star; . = no result given.

SMILES	PKA-R1A activ	SUMO Mot1 rescue	HTR5A ag	OPRM1-OPRD1 inv	AddAB inh	E coli growth	PfHsp90 set2	Pemphigus Ab inh	MOR-DOR ag	phage Ecoli inh	HTR5A inv ctr
O=C(NC1=NCCS1)c1ccccc1F	.	34	.	.	-1.1	-2.5	.	108	.	0.7	.
Cc1c(CCOC(=O)CC23CC4CC(CC(C4)C2)C3)sc[n+]1Cc1ccccc1	-1	233	-4	15	-0.1	1.1	25	99	-2.6	1.4	-3
CCCCN(C(=O)c1ccc2c(c1)OCO2)c1c(N)n(CCCC)c(=O)[nH]c1=O	5	-26	-3	15	2.6	3.2	.	97	-2.3	.	-6
O=C(c1ccccn1)N(Cc1ccco1)C1(C(=O)NC2CCCC2)CCCCC1	-11	45	2	10	3.9	0.5	.	85	-1.8	1.8	-5
O=C(COC(=O)c1c2c(nc3ccccc13)/C(=C/c1cccc([N+](=O)[O-])c1)CCC2)NC1CCS(=O)(=O)C1 (configuration not stated)	-8	14	-3	-3	2.5	0.3	13	100	0.5	0.7	11
CCN(C(=O)COC(=O)c1c(C)nsc1NC)c1ccccc1	5	6	-1	10	2.8	-2.5	39	115	-2.6	-0.5	3
CCC(=O)N1CCN(c2ccc(NC(=O)COc3ccc(C)cc3C)cc2)CC1	-6	3	1	4	2.3	-1.6	-5	89	-0.6	2.3	-2
S=c1[nH]nc(Cc2cccs2)n1-c1ccccc1	-5	293	5	15	1.1	-0.4	19	99	-2.6	0.4	16
Cc1ccc(CSc2nc3c(c(=O)[nH]c(=O)n3C)n2CCC(C)C)cc1	-8	319	5	-37	1.4	1.4	-21	96	6.3	2.4	-14
COc1cccc(CN(C)CCCn2ccc(NC(=O)OCc3ccccc3)nc2=O)c1	-8	.	-1	1	.	.	-54	91	-0.3	2.4	2
CCN(CC)S(=O)(=O)c1ccc(N(C)Cc2cccc(OC)c2OC)nc1	1	101	4	3	-0.3	-1.2	8	105	-0.6	1.2	-11
COc1ccccc1N1CCN(C(=O)CNC(=O)c2ccc(Cl)cc2Cl)CC1	3	1	-3	2	0.9	-3.3	-13	97	-0.3	-0.8	8
Cc1ccccc1C(=O)NCC(=O)OC(C)C(=O)NC(C)CCc1ccccc1 (configuration not stated)	3	-9	9	11	2.7	-0.9	4	101	-2.6	2.0	-23
COc1ccc(-c2cncnc2-c2ccc(OC)cc2O)cc1	7	12	-5	-1	-3.2	-3.9	12	.	0.2	-0.6	17
CC(C)CC1NC(=O)N(CC(=O)NC2CCCc3ccccc32)C1=O (configuration not stated)	-4	181	-1	13	0.0	0.7	-6	94	-2.5	1.9	5

Entries from the list above with a halogen, in the order listed:
SMILES	PKA-R1A activ	SUMO Mot1 rescue	HTR5A ag	OPRM1-OPRD1 inv	AddAB inh	E coli growth	PfHsp90 set2	Pemphigus Ab inh	MOR-DOR ag	phage Ecoli inh	HTR5A inv ctr
O=C(NC1=NCCS1)c1ccccc1F	.	34	.	.	-1.1	-2.5	.	108	.	0.7	.
COc1ccccc1N1CCN(C(=O)CNC(=O)c2ccc(Cl)cc2Cl)CC1	3	1	-3	2	0.9	-3.3	-13	97	-0.3	-0.8	8

Further entries.
SMILES	PKA-R1A activ	SUMO Mot1 rescue	HTR5A ag	OPRM1-OPRD1 inv	AddAB inh	E coli growth	PfHsp90 set2	Pemphigus Ab inh	MOR-DOR ag	phage Ecoli inh	HTR5A inv ctr
Cc1ccnc(NC(=O)c2cc(S(=O)(=O)NCc3ccccc3)ccc2C)c1	6	0	2	6	2.2	-1.4	-22	.	-1.5	6.6	-5
Cc1ccc2nc3c(cc(C(=O)NCc4ccccc4)c(=N)n3CCCn3ccnc3)c(=O)n2c1	5	.	0	-1	.	.	2	104	0.2	0.6	23
COC(=O)CCC(=O)NNC(=O)c1ccc(Cl)cc1Cl	-2	13	3	6	1.0	1.0	.	98	-1.0	4.3	-23
CCCCC1C2=C(CCCC2=O)OC2=C1C(=O)CCC2	5	-11	4	2	2.0	-0.3	-15	103	-0.4	1.0	-13
O=C(Nc1ccc2oc(=O)c(C(=O)O)cc2c1)Oc1ccccc1	1	.	0	16	.	.	-1	96	-3.6	1.9	1
CCN(c1ccccc1)S(=O)(=O)c1cc(C(=O)OC2CCOC2=O)ccc1C (configuration not stated)	1	-6	5	7	-2.1	0.9	19	97	-1.9	2.5	11
Cc1ccc(CS(=O)Cc2ccc(C(=O)N3CCOCC3)o2)cc1 (configuration not stated)	-1	2	3	13	0.1	-0.9	0	.	-2.4	0.9	1
CCOC(=O)c1sc(Nc2ccc(Br)cc2)nc1C	-14	-4	10	-27	2.4	-1.4	-26	.	5.5	3.1	-26
Cc1cccc(OCCNc2nc3c(c(=O)n(C)c(=O)n3C)n2C)c1	0	-2	-2	18	3.8	1.3	27	100	-3.9	2.6	-5
Cc1ccc(Cl)c(OCC(O)CN(CCO)CCO)c1 (configuration not stated)	-5	-9	-1	18	3.0	-0.4	5	98	-3.0	1.1	-7
NC(=O)c1ccc(-n2c(CCC(=O)O)ccc2-c2cccs2)cc1	3	71	-2	12	-1.0	-2.2	-4	97	-2.6	3.5	-19
CCc1cc2c(=O)c(-c3nc4ccccc4n3C)coc2c(CN2CCCCC2)c1O	-8	.	1	2	.	.	9	104	-0.5	0.6	-3
COc1ccc(-n2nc3c(c2NC(=O)c2c(F)cccc2Cl)CS(=O)C3)cc1 (configuration not stated)	-10	5	3	3	0.2	-0.5	-1	100	-0.6	4.0	-7
Nc1cc(=O)[nH]c(SCC(=O)Nc2ccc(Oc3ccccc3)cc2)n1	-7	-17	-6	5	1.4	-1.6	-14	108	-0.8	-0.8	14
CC(O)[C@H]1CN=C(N)N1CC(C)(C)C (some centres not stated)	-4	9	-1	15	0.1	-0.9	-28	106	-2.6	0.3	7
COC(=O)C(C)Sc1ccc2nnc(CCNS(=O)(=O)c3ccc(C)cc3)n2n1 (configuration not stated)	-15	.	2	11	-1.4	-0.4	0	101	-2.1	3.7	-7
COc1cccc(N=C2NC(=O)/C(=C/c3cc([N+](=O)[O-])ccc3O)S2)c1	-5	-12	0	22	-0.4	1.6	-29	92	-4.3	3.3	-2
O=C(Nc1ccc(F)cc1F)c1ccc2c(c1)OCCO2	1	-32	-1	21	2.1	0.6	9	106	-4.0	2.5	2
CCOC(=O)C(NCc1ccccc1)(NC(=O)c1ccccc1)C(F)(F)F (configuration not stated)	-6	-15	-3	12	-0.6	-1.4	-5	104	-2.4	1.6	-26
COc1ccc(-c2nnc(NC(=O)CSc3ccc(Cl)cc3)s2)cc1OC	0	-3	-3	13	4.0	1.0	2	98	-2.1	3.7	9
O=C(/C=C/c1ccccc1)OCc1cncs1	-10	15	6	9	5.0	4.8	-35	103	-1.6	3.1	-33
Cc1cccc(-c2nc(CN3CCN(Cc4cccc(F)c4)CC3)c(C)o2)c1	-1	113	-6	0	-0.1	-3.7	9	94	0.0	1.3	15
COC(=O)COc1ccccc1/C=C1/NC(=O)NC1=O	-8	-4	-4	8	2.4	1.2	-3	101	-1.5	4.1	10
Nc1nc(SCC(=O)Nc2ccccc2Sc2ccc(Cl)cc2)n[nH]1	-6	-1	6	5	0.2	1.3	-18	95	-0.9	0.1	-43
Cc1ccc(C(=O)OCC(=O)NCc2ccco2)s1	-2	-7	0	21	2.1	0.9	-11	85	-4.2	2.3	-3
CC(C)Oc1ccc(CN2CCCC(CO)(Cc3ccccc3)C2)cc1CO (configuration not stated)	1	-7	4	-4	1.0	1.5	-8	94	0.7	-2.1	-13
COC(=O)C1=C2SC(C)C(=O)N2C(N)=C(C#N)C1c1cc(OC)c(OC)c(OC)c1 (configuration not stated)	-1	1	-8	6	-1.7	3.1	-8	101	-1.0	0.2	6
CC(=O)N1CCN(CC(=O)Nc2ccc(SC(F)F)cc2)CC1	5	6	-4	-6	1.9	1.0	6	103	1.0	3.1	9
CC1(C)c2ccccc2N2CC(=O)N[C@@]21/C=C/C=C/c1ccccc1	1	4	-1	-29	3.3	-0.5	1	.	5.9	3.1	16
COc1ccc(OC)c(C(c2nnnn2CC2CCCO2)N2CCN(C3CCCC3)CC2)c1 (configuration not stated)	-11	-3	-5	11	-1.1	-2.0	-14	100	-2.5	3.2	2
Cc1ccc(S(=O)(=O)NC(=O)Nc2c(C)cccc2C)cc1	8	261	8	15	4.8	1.4	0	97	-2.9	2.2	-17
CCCCN(C(=O)CSc1nnc(-c2ccc(OC)cc2)n1C(C)C)c1c(N)n(Cc2ccccc2)c(=O)[nH]c1=O	-1	572	-2	-31	4.2	3.3	0	90	4.7	2.5	4
COc1ccc(S(=O)(=O)n2ccc(C)n2)cc1C	5	4	5	6	1.6	-1.4	-22	101	-1.1	3.0	-4
COc1cc(CNc2ccc(CNc3ncn[nH]3)cc2)ccc1OCc1ccccc1	-11	-19	6	-13	-0.9	-2.4	3	95	2.5	1.5	-19
O=C(CNC(=O)Cc1ccccc1)NCC(=O)OCC(=O)c1ccc(F)cc1	-13	8	-4	2	3.9	-1.4	-3	106	-0.4	3.2	1
O=C(NCC(c1ccco1)N1CCc2ccccc21)c1ccccc1Br (configuration not stated)	-10	0	1	-3	1.0	0.8	.	110	0.5	1.0	-1
COc1cc(CN2CCCC(CCC(=O)NCc3ccc(C)o3)C2)cc2c1OCO2 (configuration not stated)	1	-3	3	3	0.5	1.3	-17	106	-0.4	4.9	-1
CCCCCCCN1CCN=C1Nc1ccccc1	-6	5	4	12	3.7	1.0	2	109	-2.2	2.5	-10
Cc1ccc(C)c(NC(=O)CN(C)C(=O)c2nn(C)c(=O)c3ccccc23)c1	-2	13	-3	1	3.4	0.2	-3	101	-0.2	3.1	9
CCOC(=O)C1CCN(c2ncnc3c2cnn3-c2ccccc2)CC1	-11	1	1	3	-0.5	0.1	0	100	-0.6	1.5	-4
CCCC(c1nnnn1C1CCCC1)N1CCN(C(=O)c2ccco2)CC1 (configuration not stated)	-6	-7	-3	13	2.2	0.1	14	.	-3.1	3.5	6
CCCn1c(N)c(C(=O)CSc2nnc3ccccn23)c(=O)n(C)c1=O	-9	.	6	0	.	.	.	102	0.1	0.1	-3
Nc1nc2ccc(C(=O)Nc3ccccc3)cc2s1	2	282*	0	-5	0.2	1.7	0	106	0.8	1.8	-13
COC(=O)c1cc2c(cc1NC(=O)CSCCc1ccccn1)OCO2	-10	8	0	14	3.8	2.2	1	113	-2.8	1.0	0
CCc1nnc(NC(=O)CSc2nnc(-c3ccoc3C)n2-c2cccc(C)c2)s1	1	469	1	4	1.9	0.5	-11	87	-0.7	0.9	-6
Cc1ccc(C2CC(=O)C(C=NCCN3CCN(C(=S)Nc4ccccc4)CC3)=C(O)C2)cc1 (configuration not stated)	6	10	-2	-4	-2.5	-1.5	1	102	0.7	2.8	6
Cc1ccc(S(=O)(=O)NC(=O)NCc2ccc(Cl)cc2)cc1	8	0	-1	-3	0.2	0.7	-28	102	0.6	2.2	-20
C=CCn1c(=O)c2c(nc3n2CCCN3CCc2ccc(OC)c(OC)c2)n(C)c1=O	-6	-13	-2	18	.	.	10	109	-4.1	1.6	7
